AMA1 RON2 block: qHTS for Inhibitors of AMA1-RON; Towards Development of Antimalarial Drug Lead: Primary Screen; Potency, µM (doses to about 58.2 µM), for inactives: at the highest dose activity change, negative = inhibition, most hits filed as inhibitors; Plasmodium falciparum AMA1 (3D7) - RON2 peptide interaction; AlphaScreen AMA1-biotinylated RON2 peptide binding; 360,000 compounds, 0.2% hits;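 further: potency means the concentration at half of the fitted maximal effect; 0% = vehicle wells and -100% = peptide control; nearly all actives have a fitted effect of over 45% in size; some results filed as inactive show a strong effect at the top dose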
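AMA1 (3D7) with his tag at 25 nM final met compounds first, then biotinylated RON2 peptide at 25 nM; detection used donor plus acceptor beads, 10 µg/mL apiece, read by AlphaScreen after 30 min at room temperature.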
Shiga toxin inh: A qHTS for Small Molecule Inhibitors of Shiga Toxin; Vero cells, Shiga toxin protein synthesis inhibition reporter; inhibition, % at 38.7 µM; 290,000 compounds, 9.2% hits; AID 2315, 2010; in the data active means inhibition mostly above about 28%, no sharp cut-off; inactive means mostly below about 43%; further: 0% is about no effect
Tb PYK inh: qHTS of Trypanosoma Brucei Inhibitors. 410,000 compounds, 0.12% hits. pyruvate kinase (Trypanosoma brucei), Q57TT1. Potency, µM (top dose mostly 76.8 µM), for the others: at the top dose activity, negative = inhibition, hits mostly inhibitors. TbPYK enzyme, Kinase-Glo Plus ATP luminescence, 45 min; further: potency means the concentration at half of the fitted maximal effect; on the % scale 0 is the no-effect control and ±100 the full control effect; nearly all actives have a fitted effect of over 50% in size
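In this concentration-response screen, enzyme-free wells defined baseline while DMSO plates tracked drift. Each reaction combined TbPYK, substrate, compound and 130 uM ADP for 45 min at room temperature. Kinase-Glo Plus luminescence gave the signal.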
Pf growth 96h: Primary qHTS for delayed death inhibitors of the malarial parasite plastid, 96 hour incubation; 320,000 compounds, 6.9% hits; Potency, µM (titrated, usually from 28.7 µM), inactives show at the highest dose activity change, negative = inhibition, actives largely listed as inhibitors; P. falciparum luciferase reporter growth, 96 h; further: potency means the concentration at half of the fitted maximal effect; on the % scale 0 is the no-effect control and ±100 the full control effect
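Parasite growth measured via integrated firefly luciferase reporter in P. falciparum. Infected erythrocytes at 2% hematocrit, 0.05% parasitemia final were treated 96 hours at 37 C under 5% CO2, and luminescence was read.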
CHX counter: Cycloheximide Counterscreen for Small Molecule Inhibitors of Shiga Toxin; cell reporter, cycloheximide protein synthesis inhibition counterscreen; max response, %; 300,000 compounds, 12% hits; in the data active means max response mostly above about 13%, no sharp cut-off; inactive means mostly below about 14%; further: read at 38.3 µM for the half of the compounds with a filed dose; 0% is about no effect
Pf growth 48h: Primary qHTS for delayed death inhibitors of the malarial parasite plastid, 48 hour incubation; 310,000 compounds, 5.9% hits; Potency, µM (series often up to 28.7 µM), for the others: top-dose activity change, negative = inhibition, most hits filed as inhibitors; AID 504832, 2011; P. falciparum luciferase growth in erythrocytes, 48 h; further: potency means the concentration at half of the fitted maximal effect; on the % scale 0 is the no-effect control and ±100 the full control effect
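Firefly luciferase activity from engineered P. falciparum reports growth; inhibitors lower the luminescent signal. Cultures contained 2% hematocrit erythrocytes at 0.1% final parasitemia.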
LmPK inhibitor: qHTS Assay for Inhibitors of Leishmania Mexicana Pyruvate Kinase (LmPK); Q27686; purified LmPK, Kinase-Glo ATP luminescence, 1 h; Potency, µM (highest dose often 57.5 µM), for inactives: at the top dose activity change, negative = inhibition, most hits filed as inhibitors; 290,000 compounds, 0.37% hits; further: potency means the concentration at half of the fitted maximal effect; on the % scale 0 is the no-effect control and ±100 the full control effect
Target sequence (Q27686 whole entry, looked up): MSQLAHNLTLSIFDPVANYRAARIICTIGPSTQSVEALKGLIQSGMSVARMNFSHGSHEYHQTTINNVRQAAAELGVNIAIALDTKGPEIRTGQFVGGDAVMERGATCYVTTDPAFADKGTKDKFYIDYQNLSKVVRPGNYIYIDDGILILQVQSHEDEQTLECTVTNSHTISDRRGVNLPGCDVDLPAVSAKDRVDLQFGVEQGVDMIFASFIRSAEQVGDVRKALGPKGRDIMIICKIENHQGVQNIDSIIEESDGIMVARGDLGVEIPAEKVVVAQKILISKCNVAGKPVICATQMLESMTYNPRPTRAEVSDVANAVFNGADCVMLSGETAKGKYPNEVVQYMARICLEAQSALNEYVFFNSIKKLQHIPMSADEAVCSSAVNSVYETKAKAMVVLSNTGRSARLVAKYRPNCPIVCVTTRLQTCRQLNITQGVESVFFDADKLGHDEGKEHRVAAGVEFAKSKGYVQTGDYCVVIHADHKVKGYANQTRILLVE
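Purified LmPK (0.1 nM) with 0.5 mM PEP and 0.1 mM ADP in imidazole buffer pH 7.2 with MgCl2/KCl, 1 h at room temperature. ATP formed was read by luciferase luminescence and normalized to no-enzyme and uninhibited controls.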
* marks the source's active call; other numbers are inactive results; ? = inconclusive; / = not tested or not shown; [ ] = another dose, or the depositor's remark. Unless noted, the call rests on the fitted dose curve; in most records, active means well fitted curve in the direction sought with a large enough effect; inconclusive means small, poorly fitted or top-dose-only effect, or another doubt; inactive means no such curve, though single readings can be large; an effect the other way counts as inactive or inconclusive.

Order of values: AMA1 RON2 block | Shiga toxin inh | Tb PYK inh | Pf growth 96h | CHX counter | Pf growth 48h | LmPK inhibitor
> COC(=O)c1cccc(S(=O)(=O)N2CCC(C)CC2)c1
    0% | -3 | 3% | 32%[activator] | -2 | 1% | -7%
> COc1cc(OC)cc(-c2ncc3ccccn23)c1
    ? | 17 | -11% | -18% | 11 | 0% | -10%
> Cn1c(SCC(=O)NCC2CCCO2)nnc1-c1ccc(S(=O)(=O)N2CCCC2)cc1 (centres undefined)
    2% | -11 | -4% | ? | -5 | -1% | 0%
> N/C(=N\OC(=O)c1ccccc1)c1ccn[nH]1
    -2% | 49* | -25% | 179%[activator] | 25* | 176%[activator] | -20%
> Nc1ccc(Sc2ccc([N+](=O)[O-])cc2)cc1
    -14% | 49 | 2% | 12µM* | -1 | -13% | 1%
> Cc1ccc(Nc2cc(C)c3c(O)cccc3n2)cc1C
    -3% | 76* | -9% | 2.6µM* | 46* | 2.6µM* | -2%
> Cc1ccc(NC(=O)COc2ccccc2CNC(C)(C)CC(C)(C)C)cc1
    3% | -11 | -10% | / | -1 | 7.4µM* | -1%
> COc1cc(/C=C2\SC(=O)NC2=O)ccc1Oc1ccc([N+](=O)[O-])cc1[N+](=O)[O-]
    -9% | 1 | -11% | 91%[activator] | -2 | ? | 3%
> O=C(CSCc1c(Cl)cccc1Cl)NCc1ccco1
    -8% | 2 | 2% | 13µM* | -1 | ? | -1%
> COc1ccc(NC(=O)C(NC(C)=O)C(=O)NCc2ccccc2Cl)cc1 (centres undefined)
    1% | -11 | -14% | 19% | 2 | -7% | -2%
> O=C1c2cc(F)ccc2OC2(CCNCC2)C12CC(c1ccccc1)=NO2 (centres undefined)
    0% | 17 | 2% | ? | 4 | ? | 0%
> O=c1cc(O)c(-c2ccc(Cl)cc2)c(Cl)[nH]1
    -3% | 14 | 1% | 0% | 3 | 13µM* | 2%
> O=C(Nc1ccn(Cc2c(F)c(F)cc(F)c2F)n1)c1ccc(COc2ccc(Cl)cc2Cl)o1
    -6% | 13 | -1% | ? | 8 | / | 2%
> COCCCN=C1NN=C(c2cc(C)n(-c3ccccc3)c2C)CS1
    -6% | 62* | -3% | 8.3µM* | 34* | 10µM* | 2%
> CCOC(=O)C(CCCOc1cccc(OC)c1)C(=O)OCC
    11% | 14 | -2% | -5% | -6 | ? | -2%
> Cn1c(SCC(=O)NCc2ccc3c(c2)OCO3)nc2scc(-c3cccs3)c2c1=O
    -14% | 8 | 1% | 2% | -3 | ? | 3%
> COc1ccc(Cn2c(S(=O)(=O)CC(N)=O)nc3ccccc32)cc1[N+](=O)[O-]
    / | 3 | / | 1% | 1 | ? | 1%
> Cc1cccc(N(Cc2cc3ccccc3[nH]c2=O)S(C)(=O)=O)c1
    -11% | -14 | -5% | -11% | 10 | -1% | -3%
> CCOC(=O)C1CCN(S(=O)(=O)Cc2ccccc2)CC1
    39%[activator] | 9 | 2% | ? | -2 | 15% | 1%
> CN(C)CCCNC(=O)C(=O)NCC1OCCN1S(=O)(=O)c1cccs1 (centres undefined)
    18% | -8 | 1% | ? | -2 | 0% | -11%
> CCCCCCc1ccc(N2C[C@H](CCCCC)[C@@H](CC(=O)NCc3ccc(OC)cc3)C2=O)cc1
    -4% | 16 | 1% | ? | 4 | ? | -3%
> COc1ccc(NC(=O)CSCC(=O)Nc2cc(Cl)ccc2N2CCCC2)cc1
    7% | -2 | 1% | 4% | 3 | -21% | 2%
> Cc1ccccc1NC(=O)c1ccc2c(c1)C(=O)N(CCC(C)C)C2=O
    -3% | -10 | 6% | 1% | -3 | / | -8%
> O=c1cc(O)c2c(=O)n(C3CCCCC3)c3ccccc3c2o1
    -7% | 13 | 1% | 38%[activator] | 0 | 42%[activator] | 0%
> CCOC(=O)C1CCN(C(=O)c2sc3nc(C)nc(N4CCC(C)CC4)c3c2C)CC1
    -19% | 17 | 6% | 95%[activator] | -3 | ? | 7%
> CC1(C)CC(=O)C(C=NCc2cccnc2)=C(O)C1
    30% | 11 | 2% | 1%[5.75 µM] | -1 | 2% | 1%
> O=C(/C=C/c1ccncc1)c1ccc2c(c1)OCCO2
    -2% | 27 | -6% | ? | 20* | -1% | -16%
> O=C(c1ccccc1)N1CCC(CC2CC(c3cccc(Br)c3)=NO2)(C(=O)NCC2CCCCC2)CC1 (centres undefined)
    -2% | 3 | -4% | 5.2µM* | 3 | ? | -4%
> CN(Cc1ccccc1)C(=O)COC(=O)/C=C/c1ccco1
    7% | 53 | 0% | 58%[activator] | 18 | 40%[activator] | 2%[11.5 µM]
> Cc1cccc(/C=N/NC(=O)c2c(-c3ccccc3)noc2C)c1O
    24% | -13 | -2% | 6.6µM* | -3 | 9.3µM* | -9%

An excerpt from above in order of length of the SMILES, smallest number first:
Order of values: AMA1 RON2 block | Shiga toxin inh | Tb PYK inh | Pf growth 96h | CHX counter | Pf growth 48h | LmPK inhibitor
> N/C(=N\OC(=O)c1ccccc1)c1ccn[nH]1
    -2% | 49* | -25% | 179%[activator] | 25* | 176%[activator] | -20%
> Cn1c(SCC(=O)NCC2CCCO2)nnc1-c1ccc(S(=O)(=O)N2CCCC2)cc1 (centres undefined)
    2% | -11 | -4% | ? | -5 | -1% | 0%
> O=C(Nc1ccn(Cc2c(F)c(F)cc(F)c2F)n1)c1ccc(COc2ccc(Cl)cc2Cl)o1
    -6% | 13 | -1% | ? | 8 | / | 2%

At a glance, part of the list above:
Order of values: AMA1 RON2 block | Shiga toxin inh | Tb PYK inh | Pf growth 96h | CHX counter | Pf growth 48h | LmPK inhibitor
> CC1(C)CC(=O)C(C=NCc2cccnc2)=C(O)C1
    30% | 11 | 2% | 1%[5.75 µM] | -1 | 2% | 1%
> O=C(/C=C/c1ccncc1)c1ccc2c(c1)OCCO2
    -2% | 27 | -6% | ? | 20* | -1% | -16%
> O=C(c1ccccc1)N1CCC(CC2CC(c3cccc(Br)c3)=NO2)(C(=O)NCC2CCCCC2)CC1 (centres undefined)
    -2% | 3 | -4% | 5.2µM* | 3 | ? | -4%
> CN(Cc1ccccc1)C(=O)COC(=O)/C=C/c1ccco1
    7% | 53 | 0% | 58%[activator] | 18 | 40%[activator] | 2%[11.5 µM]
> Cc1cccc(/C=N/NC(=O)c2c(-c3ccccc3)noc2C)c1O
    24% | -13 | -2% | 6.6µM* | -3 | 9.3µM* | -9%

Remaining list, next part
Order of values: AMA1 RON2 block | Shiga toxin inh | Tb PYK inh | Pf growth 96h | CHX counter | Pf growth 48h | LmPK inhibitor
> COc1ccc(CN2CCNC(=O)C2CC(=O)NCc2cn3ccc(C)cc3n2)c(OC)c1 (centres undefined)
    15% | 3 | -4% | 5% | -2 | -9% | 7%
> Nc1nc(O)c(CC(=O)O)s1
    -12% | -5 | 1% | 12% | 2 | 8% | 0%
> CC#CC(=O)NCC1(N(C)Cc2ccccc2)Cc2ccccc2C1
    -3% | 8 | -2% | 7.4µM* | 1 | -24% | -1%
> CN(C)C(=S)N=Nc1[nH]c2ccccc2c1O
    65%[activator] | 66* | ? | ? | 39* | ? | -21%
> CCSc1nnc2ccc(-c3ccc(C)cc3)nn12
    9% | 34 | 1% | 1% | 26* | -6% | 6%
> CC[C@@]12C(=O)N(c3ccccc3)C(=O)N1[C@H](c1ccc(OC)cc1)[C@@H]1C(=O)N(C(C)(C)C)C(=O)[C@@H]12
    4% | / | 1% | 47%[activator] | / | -4% | /
> O=C(CSc1ccc2nnc(-c3ccccn3)n2n1)Nc1nccs1
    -28% | -17 | -1% | ? | -3 | ? | 11%[11.5 µM]
> O=C(c1ccc(CNc2c(N3CCCC3)c(=O)c2=O)cc1)N1CC=C(c2ccccc2)CC1
    -7% | 11 | 3% | ? | 14 | ? | 2%
> COC(=O)c1ccc(S(=O)(=O)N2C3CCC2CC(NC(=O)NC2CCCCC2)C3)cc1 (centres undefined)
    2% | 12 | -4% | 7% | 15 | -6% | -3%
> CCCCOC(=O)Nc1nnc(SCCOc2ccc(C)cc2)s1
    -14% | -5 | 1% | 114%[activator] | -4 | 10% | 0%
> Cc1c(CN2CCN(CC(C)C)C(CCO)C2)[nH]c2ccc(Cl)cc12 (centres undefined)
    10% | 8 | -2% | 41%[activator] | -2 | -16% | 0%
> CN(C)CCNC(=O)C(=O)c1c(-c2ccccc2)cc2ccccn12
    -18% | 16 | 6% | -4% | -1 | -3% | 5%
> CSCCC(NC(=O)COc1ccccc1)C(=O)N1CCN(C(C)=O)CC1 (centres undefined)
    0% | -4 | -1% | 22% | -2 | 8% | -3%
> c1ccc(Cn2nnnc2C(c2cccs2)N2CCc3ccccc3C2)cc1 (centres undefined)
    -14% | 3 | 4% | -18% | -2 | ? | 9%
> CN(Cc1ccc(F)cc1)Cc1nc(-c2cnccn2)no1
    -22% | 37 | 5% | 8% | 6 | 4% | 1%
> CCOC(=O)C(C)N1C(=O)S/C(=C/c2cc(C)n(-c3ccncc3)c2C)C1=O (centres undefined)
    -22% | 21 | 1% | 13µM* | 18* | ? | 5%
> Cc1ccccc1OCC(=O)OC(C)CN1CCN(C)CC1 (centres undefined)
    4% | -4 | -1% | 3% | -3 | 18% | 1%
> [O-]/C(=C(\C(=S)Nc1cccc2ccccc12)[n+]1ccccc1)c1ccc2c(c1)OCCO2
    -12% | 39 | 3% | 5.9µM* | 22* | / | 5%
> COc1ccc(C(=O)N/C(=C\c2cccc([N+](=O)[O-])c2)C(=O)Nc2cccc(C(=O)O)c2)cc1
    -1% | 13 | 4% | 33%[activator] | -6 | 41%[activator] | -4%
> Fc1ccc(COc2ccc3ccccc3c2CNc2nn[nH]n2)cc1
    39%[activator] | 16 | -1% | 86%[activator] | 8 | ? | -1%
> Cc1ccc(N(CC(=O)N2CCCC2)S(C)(=O)=O)c(C)c1
    -1% | 2 | -3% | 71%[activator] | -4 | 8% | 1%
> CC(C)(C)OC(=O)NCc1ccc(CNC(=O)c2nc[nH]c2C(=O)N2CCN(C(=O)OC(C)(C)C)CC2)cc1
    52%[activator] | / | -1% | ? | / | ? | /
> CCCCCOC(=O)CSc1n[nH]c(=O)[nH]c1=O
    3% | -20 | -3% | / | 9 | 8% | 6%
> CCN1CCN(C(=O)CN(c2ccc(F)cc2)S(=O)(=O)c2ccc(OC)c(OC)c2)CC1
    9% | -24 | -11% | 6.6µM* | -2 | -21% | 1%
> N#C/C(=C\c1ccc(F)cc1)C(=O)Nc1ccccn1
    2% | -7 | 9% | 11% | -2 | 21% | 0%
> O=C(Nc1ccc(N2CCOCC2)cc1)c1cccc(S(=O)(=O)N2CCC(Cc3ccccc3)CC2)c1
    -4% | -2 | -2% | ? | -3 | / | -2%
> N#Cc1ccccc1NC(=O)CSc1nnc(-c2ccccc2)n1-c1ccccc1
    12% | -7 | -10% | -6%[5.75 µM] | -2 | ? | 3%
> CN(C)CCNC(=O)C(=O)Nc1cc2c3c(c1)CCC(=O)N3CCC2
    2% | -6 | 0% | -25% | -2 | -4% | 7%
